# Screens from PubChem BioAssay.
# OX1R FRET antag = antagonists of human orexin 1 receptor (OX1R) | inhibition, % at 6.6 µM | OX1R-expressing cells, FRET antagonist read-out | 330,000 compounds, 1.8% hits | Orexin/Hypocretin receptor type 1 (Homo sapiens), O43613; in the data active = inhibition mostly above about 38%, no sharp cut-off; inactive = mostly below about 40%;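 also: 0% = agonist challenge alone and 100% = reference antagonist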
# Target sequence (O43613 whole entry, looked up): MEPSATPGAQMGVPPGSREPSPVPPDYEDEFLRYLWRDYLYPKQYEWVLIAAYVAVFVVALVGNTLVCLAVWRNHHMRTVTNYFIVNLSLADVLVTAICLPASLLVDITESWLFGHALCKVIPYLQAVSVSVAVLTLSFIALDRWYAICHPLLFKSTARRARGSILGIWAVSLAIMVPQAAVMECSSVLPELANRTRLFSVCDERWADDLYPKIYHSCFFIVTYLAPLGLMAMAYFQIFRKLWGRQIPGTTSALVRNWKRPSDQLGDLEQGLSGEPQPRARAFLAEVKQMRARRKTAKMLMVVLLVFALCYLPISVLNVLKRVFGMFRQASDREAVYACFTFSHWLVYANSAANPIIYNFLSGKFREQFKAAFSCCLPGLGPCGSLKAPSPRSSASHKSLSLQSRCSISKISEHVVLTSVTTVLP
# STK33 kinase inh = inhibitors of purified STK33 kinase, primary screen, biochemical, ADP-Glo luminescence, homogeneous, cell-free; Serine/threonine-protein kinase 33 (Homo sapiens), Q9BYT3; MBP phosphorylation; inhibition, % at 10 µM; 320,000 compounds, 0.073% hits;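 active = inhibition at or above 25%, using the most active replicate where run in duplicate; inactive = inhibition below 25%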
# Target sequence (Q9BYT3 whole entry, looked up): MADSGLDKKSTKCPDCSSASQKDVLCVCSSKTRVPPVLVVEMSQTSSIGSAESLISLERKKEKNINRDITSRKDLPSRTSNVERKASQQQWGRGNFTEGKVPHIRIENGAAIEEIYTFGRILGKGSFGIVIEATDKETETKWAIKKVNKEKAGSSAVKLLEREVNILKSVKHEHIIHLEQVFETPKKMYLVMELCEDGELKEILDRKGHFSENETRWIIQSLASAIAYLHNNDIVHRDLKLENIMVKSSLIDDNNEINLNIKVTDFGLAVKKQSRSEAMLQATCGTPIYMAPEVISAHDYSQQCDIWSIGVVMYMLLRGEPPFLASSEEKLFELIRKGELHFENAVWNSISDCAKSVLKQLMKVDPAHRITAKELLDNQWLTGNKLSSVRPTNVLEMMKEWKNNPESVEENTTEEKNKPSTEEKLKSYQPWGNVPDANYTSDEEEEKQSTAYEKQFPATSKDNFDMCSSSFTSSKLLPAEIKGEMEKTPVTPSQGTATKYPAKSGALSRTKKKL
# An asterisk follows results filed as active; . = no result given. Compounds as they come; about 1.8% have a hit in one of these screens.
OX1R FRET antag,STK33 kinase inh,SMILES
5,-0.1,Cc1nc(N2CCOCC2)nc2c1CCCC2
13,-1.9,CC(=O)NC(c1ccco1)c1cc(F)c2cccnc2c1O (configuration not stated)
18,-2.1,CCOC(=O)c1sc(NC(=O)/C=C/c2ccc(F)cc2)nc1C
28,-0.8,CN(C(=O)COc1ccccc1C(=O)NCCc1ccccc1)c1ccccc1
1,0.1,COc1ccc(Cn2nnnc2C(c2cc3cc(C)ccc3[nH]c2=O)N2CCOCC2)cc1 (configuration not stated)
11,0.5,O=C(COC(=O)/C=C/c1cccc(C(F)(F)F)c1)NCCN1C(=O)CSC1=O
-3,-1.2,CCOC(=O)c1sc(=NC(=O)COc2ccc(Cl)cc2)n(C)c1C
6,-0.2,O=C(CSc1nnc(-c2ccc(OC(F)F)cc2)o1)NC(=O)NCc1ccco1

OX1R FRET antag,STK33 kinase inh,SMILES
-2,-0.5,CCCCc1cc(=O)oc2c(CN3CCCC3)c(O)c(Cl)cc12
3,.,C=CCC1CCCC(=O)N2CCCC12 (configuration not stated)
13,-0.8,Nn1c(=S)[nH]nc(Cc2ccc(O)cc2)c1=O
5,-0.7,CCc1nnc(NC(=O)C2COc3ccccc3O2)s1 (configuration not stated)
4,-0.9,O=C(CSc1nc2ccccc2[nH]1)NCc1ccco1
8,0.2,CC(C)CNC(=O)c1cccc(NC(=O)c2ccco2)c1
14,-1.5,O=C(O)CC1NC(=O)N(C2CCCCC2)C1=O (configuration not stated)
16,.,Cc1ccc(NC(=S)NCc2cccs2)cc1

OX1R FRET antag,STK33 kinase inh,SMILES
19,-1.2,COc1cc(C(=O)NNC(=O)Nc2ccc([N+](=O)[O-])cc2)cc(OC)c1OC
8,4.7,CCC(Cc1ccccc1)NS(=O)(=O)c1c(C)nc2sccn2c1=O (configuration not stated)
10,0.4,Cc1ccc(S(=O)(=O)N(CC(=O)NCc2ccncc2)Cc2ccc(F)cc2)cc1
15,-2.9,O=C(CCc1nnc(C2CCCCC2)o1)N1CCN(C2CCCCC2)CC1
5,-1.4,Cc1ccc(OCC(=O)OCC(=O)Nc2ccc3c(c2)OCO3)cc1C
32,-1.6,O=C(COC(=O)/C=C/c1ccccc1[N+](=O)[O-])NCC(F)(F)F
20,-1.7,O=C(COC(=O)Cc1ccc([N+](=O)[O-])cc1)NCc1ccc2c(c1)OCO2
28,-0.9,Cc1nc2cc(NCc3ccccc3O)ccc2n1Cc1ccccc1

# Gathered by group, the entries above with an NH in an aromatic ring (3)
OX1R FRET antag,STK33 kinase inh,SMILES
1,0.1,COc1ccc(Cn2nnnc2C(c2cc3cc(C)ccc3[nH]c2=O)N2CCOCC2)cc1 (configuration not stated)
13,-0.8,Nn1c(=S)[nH]nc(Cc2ccc(O)cc2)c1=O
4,-0.9,O=C(CSc1nc2ccccc2[nH]1)NCc1ccco1

# Further compounds:
OX1R FRET antag,STK33 kinase inh,SMILES
17,-1.6,O=C(COC(=O)c1cc(=O)[nH]c2ccccc12)c1cccs1
5,-1.7,COCCCNC(=O)C(=O)NCC(c1ccco1)N1CCN(c2ccc(OC)cc2)CC1 (configuration not stated)
1,-0.1,COc1ccc(NC(=O)C2CCCN(C(=O)c3ccc(Cl)cc3)C2)cc1S(=O)(=O)N(C)C (configuration not stated)
-6,-1.1,CN(CCc1ccccn1)C(=O)CCC1CCCN(C(=O)CN2CCCCCC2)C1 (configuration not stated)
0,0.0,Cc1cccnc1NC(=O)Nc1ccc(Cl)cc1
10,-0.7,CC1(C)Cc2cccc(Oc3cc(NN4CCCCC4)c([N+](=O)[O-])cc3[N+](=O)[O-])c2O1
18,-0.6,COc1cccc(NC(=O)CN(C)C(=O)c2cccnc2Sc2ccc(C)c(C)c2)c1
6,-0.4,Cc1ccc2c(c1)N(Cc1ccccn1)C(=O)C(C)O2 (configuration not stated)

OX1R FRET antag,STK33 kinase inh,SMILES
16,-0.5,Fc1cccc(CN2CCN(Cc3nc(CCc4ccccc4)no3)CC2)c1
10,1.0,COC(=O)CCCC(=O)NCC1(N(C)Cc2ccccc2)Cc2ccccc2C1
12,1.4,CCCCOc1ccc2c(C)cc(=O)oc2c1OCCCC
27,1.2,C=CCn1cc(/C=N/NC(=O)COc2cccc3cccnc23)c2ccccc21
23,0.0,O=S(=O)(O)c1nc2ccccc2n1Cc1ccccc1
18,0.2,N#CC1=C(N)N(c2ccc(Oc3ccccc3)cc2)C(=O)C1
5,-1.3,CCOC(=O)c1c(NC(=O)c2ccc(S(=O)(=O)N3CCOCC3)cc2)sc2c1CCN(C(C)C)C2
10,0.1,Cc1ccc2c(c1)C(=O)C(=O)N2CC(=O)Nc1ccc(N2CCOCC2)cc1

OX1R FRET antag,STK33 kinase inh,SMILES
11,-0.4,Cc1ccc(CN2CCN(/N=C/C=C/c3ccccc3[N+](=O)[O-])CC2)cc1
13,0.0,CC1CCN(C(=O)CSc2nnc(CNC(=O)c3ccc(S(=O)(=O)N(C)C)cc3)o2)CC1
6,0.0,Cc1cc(C)c(C(N)=O)c(Nc2cccc(Cl)c2)n1
17,-1.6,O=C(NCc1ccc(F)cc1)N1CCc2ccccc2C1
5,-1.6,Cc1ccc(S(=O)(=O)N2CCOCC2)cc1NC(=O)Cn1nc(C)c([N+](=O)[O-])c1C
7,0.8,COc1ccccc1NC(=O)c1c(NC(=O)CCC(=O)O)sc2c1CCCCC2
12,-0.9,CC(C(=O)N(C)C1CCS(=O)(=O)C1)N1C(=O)/C(=C/c2cccs2)SC1=S (configuration not stated)
5,-0.8,CCOC(=O)C1CCCN(C(=O)c2ccc(C(=O)c3ccccc3)cc2)C1 (configuration not stated)

# In a second layout: entries from further up
Structure: CC1CCN(C(=O)CSc2nnc(CNC(=O)c3ccc(S(=O)(=O)N(C)C)cc3)o2)CC1
  OX1R FRET antag: 13
  STK33 kinase inh: 0.0

Structure: Cc1cc(C)c(C(N)=O)c(Nc2cccc(Cl)c2)n1
  OX1R FRET antag: 6
  STK33 kinase inh: 0.0

Structure: O=C(NCc1ccc(F)cc1)N1CCc2ccccc2C1
  OX1R FRET antag: 17
  STK33 kinase inh: -1.6

Structure: Cc1ccc(S(=O)(=O)N2CCOCC2)cc1NC(=O)Cn1nc(C)c([N+](=O)[O-])c1C
  OX1R FRET antag: 5
  STK33 kinase inh: -1.6

# Other compounds follow.
OX1R FRET antag,STK33 kinase inh,SMILES
10,-0.8,COc1ccc(-c2cc(CN3C(=O)c4ccccc4C3=O)on2)cc1
11,-0.6,N=C(N)SCc1nc2ccccn2c1Br
30,-1.6,C#Cc1ccc([C@H]2C=C(C(=O)OCC=C)O[C@@H](OCc3ccc(CO)cc3)C2)cc1
10,-6.4,O=C(COC(=O)c1ccccn1)Nc1cc(Cl)ccc1Cl
-5,0.2,COc1cc(C=O)c(Br)cc1OCc1ccc(C)cc1
13,-1.1,C/C(Cl)=C\Cn1c(N2CCCC2)nc2c1c(=O)n(C)c(=O)n2C
12,-1.2,O=c1[nH]n(-c2ccc(F)cc2)c2ncccc12
17,.,COc1ccccc1Nc1n[nH]c(=S)s1

OX1R FRET antag,STK33 kinase inh,SMILES
5,-0.7,O=C(O)c1ccc(NCc2nc3ccccc3n2CCOc2ccccc2Cl)cc1
18,1.0,Cc1ccccc1Oc1cc(NC(=O)CCCn2nc(C)c([N+](=O)[O-])c2C)cc([N+](=O)[O-])c1
14,1.0,O=C(COc1cccc(C(F)(F)F)c1)N1CCN(c2ccc(O)cc2)CC1
6,4.8,O=C(Nc1ccc(O)cc1C(=O)O)c1ccc2c(c1)C(=O)N(Cc1ccco1)C2=O
21,-2.4,COc1ccc2no[n+]([O-])c2c1
18,0.4,CC(=O)Nc1cccc(-c2csc(N)n2)c1
9,0.0,CCOC(=O)N1CCN(S(=O)(=O)N2CCCC(C(=O)NCCCN3CC(C)CC(C)C3)C2)CC1 (configuration not stated)
51,-0.2,O=C(c1ccco1)N1c2ccccc2Sc2ccccc21

OX1R FRET antag,STK33 kinase inh,SMILES
1,-0.6,Cc1ccc(-c2nc(CS(=O)(=O)CC(=O)NC3CCC(C)CC3)c(C)o2)cc1 (configuration not stated)
7,-1.6,CCCCCC(=O)Nc1c(-c2ccc(OC)cc2)c(=O)c2ccccc2n1C
9,-2.1,COc1ccc(CCNS(=O)(=O)c2ccc3c(c2)oc(=O)n3C)cc1OC
18,-1.9,Cc1oc(C)c(C(=O)O)c1COc1ccc(C(=O)O)cc1
29,1.1,Cc1ccc(N(CC(=O)NCc2ccc(F)cc2)S(=O)(=O)c2c(C)nn(C)c2C)cc1
3,-2.1,CC1C(=O)N2CCCc3cc(S(=O)(=O)N(C)Cc4ccccc4)cc1c32 (configuration not stated)
7,-1.7,CCOC(=O)c1c(-c2cccc(N)c2)cn2ccccc12
16,0.5,Nc1nonc1C(=O)NCCNCc1ccccc1

OX1R FRET antag,STK33 kinase inh,SMILES
3,-0.2,CCN(c1ccccc1)S(=O)(=O)c1cnc[nH]1
-5,-0.8,CC1CCN(S(=O)(=O)c2cccc(C(=O)NNC(=O)c3ccco3)c2)CC1
16,-2.8,CCOC(=O)C1CCN(C(=O)CCNC(=O)Cn2cnc3ccccc3c2=O)CC1
25,-1.6,CSc1ccccc1NC(=S)NC1CCCCC1
8,-0.3,CC(C)C(NC(=O)c1c(F)cccc1F)C(=O)N1CCN(c2ccccc2F)CC1 (configuration not stated)
28,-0.9,CCOc1ccccc1NC(=O)Cn1c(C)cc(COC)c(C#N)c1=O
17,-1.8,Cc1cc(-c2nnc(SCC(=O)Nc3nccs3)o2)no1
12,-2.9,Cc1ccc(C(=O)COC(=O)C2CC(=O)N(c3nc(-c4ccccc4)cs3)C2)cc1C (configuration not stated)

OX1R FRET antag,STK33 kinase inh,SMILES
28,2.6,O=C(C1=C[C@H](c2csc3ccccc23)C[C@H](OCc2ccc(CO)cc2)O1)N1CCN(Cc2ccc3c(c2)OCO3)CC1
5,-1.8,Cc1ccc(S(=O)(=O)NCCCN2CCCC2)cc1
12,-1.1,Cc1csc(=O)n1CCC(=O)OCC(=O)NCc1ccc(F)cc1
12,-0.5,O=C(NCC(=O)N1CCCC(C(F)(F)F)C1)c1ccc(Br)o1 (configuration not stated)
1,0.0,COc1ccccc1NC(=O)Nc1ccncc1
10,0.8,O=C(NCCCn1ccnc1)C(F)(F)C(F)(F)C(=O)NCCCn1ccnc1
5,-0.3,CCC(C(=O)OCC(=O)N1C(C)CCCC1C)c1ccccc1 (configuration not stated)
17,-1.0,Cn1cc(CN2CCCC(C(=O)Nc3cccc(-c4cc5ccccc5[nH]4)c3)C2)cn1 (configuration not stated)

OX1R FRET antag,STK33 kinase inh,SMILES
7,-2.8,COCCN(Cc1cccs1)S(=O)(=O)c1ccc(-c2ccc(=O)[nH]n2)s1
42,-1.2,Cc1c(Cl)cccc1NC(=O)Nc1cc(C(C)(C)C)nn1C
-2,0.8,COc1ccccc1N1CCN(C(C)C(=O)Nc2ccc(S(=O)(=O)N3CCOCC3)cc2)CC1 (configuration not stated)
22,-1.1,Cn1c(SCC(=O)NC(C)(C)C)nnc1-c1cnccn1
5,-0.1,O=S(=O)(NCC(c1cccnc1)N1CCN(Cc2ccccc2)CC1)c1ccccc1 (configuration not stated)
11,-0.3,COc1cc2cnc(CCO[C@H]3CCCCO3)cc2cc1OC
20,0.2,Cc1ccc(S(=O)(=O)CCC(=O)OCc2ccccc2)cc1
10,.,O=C(COC(=O)COc1ccc(Cl)cc1)NC1CCS(=O)(=O)C1 (configuration not stated)

OX1R FRET antag,STK33 kinase inh,SMILES
4,2.2,Cc1ccc(C(=O)N/N=C/c2sc(=O)n(Cc3cccc(C(=O)O)c3)c2Cl)cc1
.,-3.6,Cc1ccc(N(Cc2ccccc2O)C(=O)c2ccccc2F)cc1
8,-2.1,COc1cc(C(=O)Nc2nnc(C3=COCCO3)o2)cc(OC)c1OC
13,0.5,OC(CN1CCOCC1)Cn1c(-c2cccc(Cl)c2)nc2ccccc21 (configuration not stated)
35,-1.2,O=S(=O)(Nc1ccc(-c2nc3cccnc3s2)cc1)c1ccc(Cl)s1
3,2.8,O=C(C1=C[C@@H](c2ccc(C(F)(F)F)cc2)C[C@@H](OCCCCO)O1)N1CCN(Cc2ccc3c(c2)OCO3)CC1
0,-0.4,COCCn1cnc2c1c(=O)n(CC(=O)NN)c(=O)n2Cc1ccccc1
13,-0.8,O=C(NCCn1ccc2ccccc21)C1CCCCC1

OX1R FRET antag,STK33 kinase inh,SMILES
8,0.2,CCOC(=O)c1nn(-c2c(C)n(C)n(-c3ccccc3)c2=O)cc1O
29,-1.5,Cc1cc(C)c(-n2c(C)cc(/C=C3/NC(=O)NC3=O)c2C)c(C)c1
21,0.8,Cc1ccc(NC(=O)CSCc2ccc(F)cc2)cc1
23,-0.6,Oc1ccc(Br)cc1C=Nc1ccc2[nH]ncc2c1
14,1.4,C/C(=N\NC(=O)c1ccccc1)c1cccc(Br)c1
3,-0.5,O=C(CS(=O)(=O)c1ccccc1)N(CCCN1CCOCC1)c1nc2c(F)cccc2s1
25,0.5,CCCS(=O)(=O)c1ncc(Cl)c(C(=O)Nc2ccc(S(=O)(=O)Nc3ncccn3)cc2)n1
3,-1.7,CC1=NC(C(F)(F)F)(C(F)(F)F)C(C#N)=C(C)N1

OX1R FRET antag,STK33 kinase inh,SMILES
5,1.6,CCOC(=O)c1cnc2cc(C)nn2c1-c1ccccc1
17,-1.9,O=S(=O)(NCCC1=CCCCC1)c1cccc(S(=O)(=O)N2CCOCC2)c1
9,0.3,COc1ccc(CNC(=O)CC23CC4CC(CC(C4)C2)C3)cc1
25,-0.1,CCOC(=O)c1c(C)[nH]c(C)c1C(=O)COC(=O)c1ccc([N+](=O)[O-])s1
6,-1.1,COc1ccc(Cl)cc1NS(=O)(=O)c1cccc(C(=O)NCC(C)(C)N2CCOCC2)c1
6,-2.8,COC(CNC(=O)CCc1c(C)nc2c(-c3ccc(F)cc3)c(C)nn2c1C)OC
-2,-0.7,Cc1noc(C)c1CSCC(=O)Nc1ccc(S(C)(=O)=O)cc1
13,0.7,COc1ccc(-c2cc(C(F)(F)F)nc(SCC(=O)NCCCN3CCOCC3)n2)cc1
